# PhoP inhibition – inhibitors of PhoP regulon expression, primary screen, Salmonella Typhimurium, GFP reporter (AID 1863). hit rate 0.16% among 300,000. S. Typhimurium PhoP-regulated promoter GFP reporter, 4 h; higher % means a stronger effect. one-dose inhibition, % at 50 µM; IC50 in µM for titrated hits;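 active = inhibition over 29.93%, a cutoff 3 SD above the screen mean, later confirmed by dose response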;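 also: 0% = low Mg2+ inducing control and 100% = high Mg2+ repressing control; strong numbers were not always called active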
# Hep lipid drop – hepatic lipid droplet formation modulation. AML12 mouse hepatocytes, oleate lipid droplets, BODIPY imaging. inhibition, % at 6.5 µM. hit rate 0.4% among 240,000;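 active = lipid droplet intensity inhibited by at least 50%, with more than 500 cells counted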
#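 Assay system: AML12 mouse liver cells | Compound: 6.5 µM single-point dosing | Schedule: Overnight exposure | Technique: Fluorescence imaging, 20x objective, two fields per well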
# Ins promoter up – MIN6 insulin promoter up-regulation. MIN6 insulin promoter-GFP reporter, high-content imaging; active compounds read high. z-score at 5 µM. hit rate 0.3% among 190,000. AID 1625;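 active = z-score above 3 at 5 µM with at least 500 cells counted in the well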
# T cell modulator – T cell immune modulators affecting CD8 T cell-vesicle binding; 2C CD8+ T cell-vesicle binding, flow cytometry; active compounds read low; calls only at 7 µM; hit rate 0.068% among 330,000; AID 2052;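 active = response, share of CD8 T cells binding vesicles, and their 90th percentile fluorescence all below set limits, cut at about 80% in these data, passing the limit was not always enough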
#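 Assay system – 2C mouse CD8+ T cells · Also added – QL9-loaded Drosophila micro-vesicles · Timing – Cell–vesicle co-incubation 1.5 h at 37 °C, staining 20 min on ice · Signal – flow cytometry of vesicle-bound cells · Measure – percent CD8+ FL2 mean versus row control · Controls – Peptide-free naked vesicles (low) and QL9 vesicles with 0.7% DMSO vehicle (high)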
# CSM14.1 death rescue – protection against thapsigargin-triggered cell killing – 384-well, CSM14.1, ATP luminescence, primary screen (AID 1222); CSM14.1 thapsigargin-induced death rescue, ATP luminescence; higher % means a stronger effect; cellular ATP content (survival), % at 20 µM; hits with a dose series show EC50 in µM; 190,000 tested, under 10 active;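 active = EC50 below 50 µM in the dose-response confirmation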;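 also: death triggered by thapsigargin at about 15 µM added after 2 h compound pretreatment; cell ATP read after overnight thapsigargin exposure of roughly 18 to 22 hours; normalized against plate controls of thapsigargin alone and 5% DMSO vehicle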
# Autophagy HCS – autophagy modulation, high-content screen; calls only at 10 µM (by protocol); hit rate 0.98% among 190,000; AID 463193; MEF GFP-LC3 puncta imaging; test concentration mostly 10 µM;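 active = percentage of spot-positive cells more than 3 SD above its plate mean, without a fluorescence outlier flag or 80% toxicity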;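 also: spot-positive cell cutoff set from DMSO-treated cells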
# Dynein cargo inh – blocks dynein driven cargo transport along microtubules | 3617.4 mouse cells, GR-EGFP nuclear translocation imaging; test concentration mostly 20 µM; stimulated with dexamethasone, 1 µM; active compounds read low | z-score, hits read low | hit rate 0.47% among 220,000 | AID 1381;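 active = plate z-score of nuclear minus cytoplasmic receptor signal below a set negative limit, without overly bright fluorescence or cell loss, cut at about -3.5 in these data, passing the limit was not always enough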;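 also: z-score of nuclear minus cytoplasmic ring GR-EGFP intensity difference per well; some compounds called inactive have numbers as strong as hits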
#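 Buffer or medium: tet-free, stripped-serum medium; reagent: dexamethasone at 1.0 µM final, 30 min; incubation: 48 h induction, 1 h compound, 30 min dex at 37 °C; measured by: formaldehyde fixation, Hoechst nuclear stain, 10x automated fluorescence imaging; read-out: nuclear-to-cytoplasmic GR-EGFP distribution per well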
# bCat nuc transl – beta-catenin nuclear translocation modulation; HeLa beta-catenin nuclear translocation, immunofluorescence imaging; nuclear translocation activity, % at 5 µM; hit rate 0.3% among 190,000; AID 1665;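 active = nuclear translocation activity above 50% at 5 µM, with a well cell count of 50 or more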;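 also: per-cell ratio of nuclear to cytoplasmic median beta-catenin stain intensity; plate controls were DMSO negative control for no effect and GSK-3 inhibitor IX positive control for full effect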
#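 Assay system: human HeLa cells, native beta-catenin; doses: 5 µM primary, 0.02–20 µM confirmation; incubation: compound treatment 24 h, 37°C, 5% CO2; technique: fluorescence imaging of beta-catenin antibody stain plus DAPI; measure: % activation, nuclear-to-cytoplasmic median beta-catenin signal ratio per cell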
# MT stabilizer – microtubule stabilizers in HeLa cells. HeLa tubulin immunostaining HCS, 24 h; share of cells brighter than vehicle mean+2SD. % tubulin-high responders, % at 10 µM. hit rate 0.83% among 200,000. AID 2205;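 active = plate Z-score above 3 for both tubulin-high and condensed-nucleus cell shares, with cell loss under 80%, at 10 µM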;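 also: anti alpha tubulin signal scored within the nucleus-defined area of each cell; some results filed as inactive read as strong as hits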
# Dynein cargo inh cytoplasmic EGFP – recorded beside Dynein cargo inh, whose call it bears; z-score; measured here: cytoplasmic GR-EGFP intensity; active compounds read high
# Dynein cargo inh nuclear GR-EGFP – also measured in Dynein cargo inh; calls as there; z-score; measured here: nuclear GR-EGFP intensity;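 lower value marks the stronger effect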
# Dynein cargo inh cell count – also measured in Dynein cargo inh; calls as there; z-score; measured here: cell count per field
# Ins promoter up cell count – second read-out of Ins promoter up, no call of its own (marks repeat the call); cell count; measured here: cytotoxicity, nuclei count;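 total cells summed across four imaged fields per well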
# Hep lipid drop cells 6.5 µM – also measured in Hep lipid drop; calls as there; cell count; measured here: cell count, cytotoxicity flag;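 cells counted across two imaged fields per well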
# bCat nuc transl cell count 5 µM – second read-out of bCat nuc transl, no call of its own (marks repeat the call); cell count; measured here: cell count, cytotoxicity flag
# T cell modulator vesicle-bound % – also measured in T cell modulator; calls as there; double positive events, %; measured here: CD8+ vesicle-bound cell fraction;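 binding gate set so that unloaded-vesicle control wells show 10% double positive cells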
# MT stabilizer Hoechst-high % – recorded beside MT stabilizer, whose call it bears; % Hoechst-high responders; measured here: nuclear condensation Hoechst responders;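 share of cells brighter than vehicle mean plus two SD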
# MT stabilizer cytotoxicity % – recorded beside MT stabilizer, whose call it bears; toxicity, %; measured here: cytotoxicity by cell density;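 0% = mean cell density of plate MIN control wells and 100% = no cells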
# Autophagy HCS cell loss 18 h – recorded beside Autophagy HCS, whose call it bears; toxicity, %; measured here: cell loss, nuclei count;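 cell loss after 18 h compound exposure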
# * = called active by the depositor; i = inactive; . = not tested or not shown.
SMILES,PhoP inhibition,Hep lipid drop,Hep lipid drop cells 6.5 µM,Ins promoter up,Ins promoter up cell count,T cell modulator,T cell modulator vesicle-bound %,CSM14.1 death rescue,Autophagy HCS,Autophagy HCS cell loss 18 h,Dynein cargo inh,Dynein cargo inh cytoplasmic EGFP,Dynein cargo inh nuclear GR-EGFP,Dynein cargo inh cell count,bCat nuc transl,bCat nuc transl cell count 5 µM,MT stabilizer,MT stabilizer Hoechst-high %,MT stabilizer cytotoxicity %
O=C(CSc1nc2ccccc2o1)Nc1nc(-c2ccccc2)c(-c2ccccc2)s1,-4%,60*,564*,0.35,1483,i,43,0.1%,i,14,0.17,-0.26,0.15,0.4,-0.5,1105,5.4,1.8,5.1
CCOC(=O)/C(=N/Nc1ccccc1)Sc1nnc(CCc2ccccc2)n1-c1ccccc1,3%,-16,664,0.09,1301,i,51,-1.5%,i,-11,2,-0.14,1,-2,0.8,883,6.5,2.6,13
CC(C)(C)NC(=O)c1ccc2c(c1)C1C3CCC(C3)C1C(c1ccccc1)N2 (stereo unspecified),1%,41,627,0.04,1248,i,44,-1.1%,i,5,0.026,-0.15,0.22,0.044,0.0,420,2.0,2.3,8.0
CCOc1cc(-c2noc(CCCC(N)=O)n2)cc(Br)c1OC,-13%,.,.,-0.14,1029,i,39,0.5%,i,4,0.24,-0.2,0.56,0.36,-0.5,1092,4.0,2.4,13
O=C(Nc1ccc(Cl)c(Cl)c1)Nc1cc(C(=O)NC2CC2)ccc1Cl,-4%,-9,644,-0.05,1375,i,28,-0.7%,i,1,0.14,-0.22,0.071,-0.25,-0.3,1081,1.9,2.2,11
C=C(C)CC(Nc1ccc(OC)cc1)c1ccco1 (stereo unspecified),-8%,-9,704,-2.2,1390,i,49,-0.1%,i,12,-0.64,-0.23,-0.19,0.23,-0.6,1495,2.8,2.3,3.7
O=C(CSc1nnc(CCc2ccccc2)n1-c1ccc(Cl)cc1)NCc1ccccc1,3%,0,750,.,.,i,54,3.2%,i,-3,-0.8,-0.081,-0.3,0.56,7.0,835,2.9,2.4,4.9
COc1cccc(NC(=O)COc2ccccc2C(N)=O)c1,-4%,-2,705,0.17,1200,i,12,.,i,-2,-0.42,-0.27,-0.56,0.44,-0.3,1084,2.0,2.4,5.8
O=C1c2cnc3nc(SCc4ccc(Cl)cc4)nn3c2CC2c3ccccc3CCN12 (stereo unspecified),-11%,.,.,-1,973,i,13,-2.7%,i,8,-0.17,-0.41,-0.22,0.38,-1.6,977,3.2,1.9,1.2
CC1(C)Oc2ccc3ccc(=O)oc3c2-c2cn[nH]c21,-6%,21,684,-0.09,1219,i,19,.,i,-5,3.7,-0.19,1.9,-0.28,.,.,2.9,5.1,5.0
CC(=O)NC(CCS(C)(=O)=O)C(=O)Nc1cc(Cl)ccc1Cl (stereo unspecified),13%,-33,649,.,.,i,37,.,i,-1,-1.7,-0.18,-0.43,0.55,-2.0,1069,4.5,2.0,7.4
O=C(NCN1CCc2ccccc2C1)c1cnccn1,-5%,.,.,0.09,1090,i,31,0.8%,i,1,-0.36,-0.27,-0.0038,0.04,-5.4,998,2.3,2.9,6.8
CSc1nnc2n(C)c3c(c(=O)n12)C1(CCCC1)Cc1ccccc1-3,9%,.,.,-0.57,1465,i,30,-0.4%,i,-5,0.041,-0.36,0.062,-0.19,-1.5,1379,5.0,2.0,5.8
COC(=O)c1ccc(NC(=O)CCN2CCN(CCC(=O)Nc3ccc(C(=O)OC)cc3)CC2)cc1,5%,.,.,.,.,i,31,-4.9%,i,-1,-1.3,-0.23,-0.91,0.6,0.5,504,2.8,1.7,2.4
Cc1ccc(NC(=O)CSc2nc(N)cc(N)n2)cc1S(=O)(=O)N1CCOCC1,-6%,-5,688,0.26,1392,i,19,.,.,.,0.93,-0.25,0.29,-0.024,-2.6,1171,.,.,.
CCOc1ccccc1N(CC(=O)NCc1ccc(OC)cc1)S(C)(=O)=O,-3%,.,.,0.35,1305,i,26,-1.6%,i,11,-0.71,-0.22,-0.21,0.44,-5.3,887,2.5,2.0,9.7
O=C(C1CCC1)N(CCc1ccccc1)Cc1nc2ccccc2c(=O)[nH]1,-3%,.,.,.,.,i,39,3.9%,i,2,-0.099,-0.32,0.27,-0.16,-2.1,914,5.9,3.9,3.7
Cc1nn(-c2cc(C)c3ccccc3n2)c2c1C1C(C2)C1(C)C (stereo unspecified),-1%,-4,740,-0.16,1058,i,26,-0.3%,i,-11,1.7,-0.11,1.5,-1.9,-0.3,1169,5.4,2.2,3.3
C/C=C/c1ccc(OCCCCOc2ccccc2C(C)=O)c(OC)c1,-8%,-24,653,0.03,1248,i,43,-1.3%,i,7,0.48,-0.21,0.27,-0.1,2.8,468,1.7,2.5,4.9
CCCN1C(=O)CC(Sc2ncccc2C(=O)O)C1=O (stereo unspecified),-11%,-1,678,-1.1,1161,i,31,.,.,.,0.042,-0.0055,0.55,0.62,0.2,1287,.,.,.
CC(C)NC(=S)N=Nc1c(O)[nH]c2ccc([N+](=O)[O-])cc12,-1%,2,734,0.26,1114,i,41,-0.7%,i,6,0.24,-0.27,0.43,0.05,2.3,1109,2.9,3.4,2.7
CCc1ccc(NC(=S)N2CCN(c3cccc(OC)c3)CC2)cc1,-1%,-4,700,0.05,1462,i,25,-1.0%,i,-1,1.2,-0.3,0.37,-0.45,1.0,1002,1.9,2.8,11
CC(=O)Oc1ccccc1/C=C1\CCOC1=O,-5%,-2,777,-0.67,1015,i,54,-2.9%,i,-4,1.2,-0.19,0.44,-0.79,-1.9,1225,2.4,1.3,5.5
COCCn1c(SCC(=O)Nc2ccccc2C)nc2c(oc3ccccc32)c1=O,-1%,-7,644,-0.28,1485,i,36,1.2%,i,3,0.1,-0.21,0.12,0.34,-1.1,1088,2.7,1.5,4.7
COc1ccc(NC2=Nc3ccccc3N3C2=Nc2c(c(C)nn2-c2ccc(C)cc2)C3c2cccnc2)cc1 (stereo unspecified),-7%,.,.,3.1*,1011*,i,11,i,i,10,0.25,8.8,1.2,0.83,.,.,1.7,1.7,9.0
O=S(=O)(c1ccccc1)c1nc(-c2ccco2)oc1NCCCn1ccnc1,5%,-2,748,.,.,i,37,.,i,-1,0.2,-0.22,0.41,0.91,.,.,3.4,3.1,0.9
CCNC(=O)NC(=O)c1csc([N+](=O)[O-])c1,2%,-9,663,0.38,1074,i,36,.,.,.,-0.61,-0.2,-0.23,0.36,-0.1,1345,.,.,.
Cc1ccc(SCc2nc3ccccc3n2CC(=O)Nc2ccccc2)cc1,4%,.,.,0.02,1469,i,21,-1.8%,i,4,1.2,0.22,0.49,-1.1,-2.8,1346,1.2,2.0,5.7
COCCN1C(=O)N[C@@H](c2cccs2)C(C(=O)OC)=C1C,1%,-18,765,1.1,1290,.,.,-4.5%,i,21,0.63,-0.26,0.6,0.34,.,.,6.1,2.1,9.6
CC1(C)Cc2ccccc2-c2nc(NCCCO)[nH]c(=O)c21,-12%,2,725,-0.05,1357,i,40,.,.,.,-1,0.65,-0.35,0.45,1.2,1320,.,.,.
COc1ccc(C2/C(=C(/O)c3ccccc3)C(=O)C(=O)N2CC(C)O)c(OC)c1 (stereo unspecified),7%,.,.,-0.39,1853,i,27,3.0%,i,19,0.0084,-0.16,0.21,0.43,0.4,1290,8.1,1.4,0.3
CCNS(=O)(=O)c1ccc(NC(=O)c2ccccc2OCC)cc1,19%,6,759,0.13,1270,i,38,2.2%,i,-6,-0.012,-0.27,0.1,-0.66,4.9,1085,2.8,1.7,6.0
COC(=O)C1=C(C)N(C)C(=O)NC1c1ccccc1 (stereo unspecified),6%,3,801,-0.63,1179,i,22,-2.9%,i,-13,2.2,-0.16,1.6,-1.5,-3.6,1177,6.9,3.3,1.8
Cc1ccc(C(=O)NCC(=O)O)cc1S(=O)(=O)N1CCCCC1,16%,.,.,0.2,1350,i,41,0.1%,i,-1,0.14,-0.22,0.32,0.85,-0.6,1134,2.8,3.7,3.8
CCOC(=O)c1c(C)oc2ccc(O)c(CN(C)C)c12,6%,-1,664,-0.38,1300,i,43,.,i,-3,-0.16,-0.21,0.16,-0.39,0.8,1036,1.5,1.1,1.8

# Profiles, looked up by structure. Values in the order: PhoP inhibition	Hep lipid drop	Hep lipid drop cells 6.5 µM	Ins promoter up	Ins promoter up cell count	T cell modulator	T cell modulator vesicle-bound %	CSM14.1 death rescue	Autophagy HCS	Autophagy HCS cell loss 18 h	Dynein cargo inh	Dynein cargo inh cytoplasmic EGFP	Dynein cargo inh nuclear GR-EGFP	Dynein cargo inh cell count	bCat nuc transl	bCat nuc transl cell count 5 µM	MT stabilizer	MT stabilizer Hoechst-high %	MT stabilizer cytotoxicity %
# COC(=O)C1=C(C)N(C)C(=O)NC1c1ccccc1 (stereo unspecified) is listed as 6%	3	801	-0.63	1179	i	22	-2.9%	i	-13	2.2	-0.16	1.6	-1.5	-3.6	1177	6.9	3.3	1.8
# CC(=O)Oc1ccccc1/C=C1\CCOC1=O is listed as -5%	-2	777	-0.67	1015	i	54	-2.9%	i	-4	1.2	-0.19	0.44	-0.79	-1.9	1225	2.4	1.3	5.5

# Source: PubChem BioAssay
